# From PubChem
# BLM helicase inh = inhibitors of human Bloom syndrome helicase BLM. AID 2528. Potency, µM (highest dose often 56.1 µM), for inactives: at the highest dose activity change, negative = inhibition, most hits filed as inhibitors. 350,000 tested, 0.2% active. P54132. recombinant BLM DNA unwinding, fluorescence dequenching;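 further: plate controls were vehicle for no effect and no enzyme for full effect; nearly all actives have a fitted effect of over 35% in size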
# APE1 inh = inhibitors of human APE1 endonuclease | recombinant APE1, TAMRA/BHQ-2 abasic DNA cleavage fluorescence | 350,000 tested, 0.35% active | AID 2517 | P27695 | Potency, µM (top dose mostly 65.8 µM), without a hit: top-dose activity change, negative = inhibition, actives largely listed as inhibitors;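 further: plate controls were vehicle for no effect and reference inhibitor for full effect; nearly all actives have a fitted effect of over 55% in size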
#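 Kinetic fluorescence read (525 ex/598 em nm, three reads 60 s apart) of AP-site incision; signal = third minus first read. Enzyme 0.75 nM, dual-labelled THF duplex 50 nM, compound preincubation 15 min RT.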
# JMJD2A Tudor inh = inhibitors of human JMJD2A Tudor domain; O75164; AlphaScreen JMJD2A-Tudor / H3K4me3 peptide binding; Potency, µM (titrated, usually from 114 µM), without a hit: top-dose activity change, negative = inhibition, actives largely listed as inhibitors; 390,000 tested, 4.4% active; AID 504339; further: on the % scale 0 is the no-effect control and ±100 the full control effect; nearly all actives have a fitted effect of over 50% in size
# Pol eta inh = blocks human DNA polymerase eta activity | recombinant Pol eta, fluorescent DNA replication assay | Potency, µM (doses to about 114 µM), for inactives: top-dose activity change, negative = inhibition, most hits filed as inhibitors | 390,000 tested, 1.2% active; further: on the % scale 0 is the no-effect control and ±100 the full control effect
#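 Fluorescent replication assay: 50 nM final substrate added after a 15 min room-temperature compound preincubation with 10 nM enzyme. Signal taken at 0 min and again at 10 min.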
# Pol beta inh = inhibitors of human DNA polymerase beta; 340,000 tested, 1.3% active; Potency, µM (doses to about 114 µM), for the others: at the top dose activity change, negative = inhibition, most hits filed as inhibitors; AID 485314; Pol beta primer extension/strand displacement, fluorescence kinetic; further: on the % scale 0 is the no-effect control and ±100 the full control effect
#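 Values derive from four-parameter Hill fits of normalized kinetic data: reads at 0 and 10 min following addition of 50 nM substrate to 10 nM Pol beta preincubated 15 min with compound.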
# POLK inh = DNA polymerase kappa (human) inhibition. 400,000 tested, 0.53% active. purified Pol kappa, fluorescent DNA synthesis assay, 10 min. AID 588579. Potency, µM (titrated, usually from 107 µM), for the others: at the top dose activity, negative = inhibition, usual class: inhibitors; further: on the % scale 0 is the no-effect control and ±100 the full control effect
#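 Pol kappa 10 nM + cpd, 15 min RT; start w/ substrate 50 nM final; fluorescence kinetic read, 0 and 10 min. Neg ctrl: buffer, no enzyme.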
# BAZ2B inh = blocks human BAZ2B; AlphaScreen BAZ2B-H3K14Ac peptide displacement; Potency, µM (series often up to 114 µM), inactives show at the highest dose activity change, negative = inhibition, hits mostly inhibitors; 360,000 tested, 4.4% active; Q9UIF8; further: on the % scale 0 is the no-effect control and ±100 the full control effect; nearly all actives have a fitted effect of over 60% in size
#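 Protein-peptide AlphaScreen: BAZ2B 50 nM, b-H3K14Ac 50 nM, 1x PBS pH 7.4 + 0.01% Tween-20. Preincubation 30 min RT; cpd 30 min RT (top 110 uM); beads 20 min RT, light-protected.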
# Pol iota inh = DNA polymerase iota (human) inhibition; AID 588590; Potency, µM (highest dose often 115 µM), inactives show at the highest dose activity, negative = inhibition, actives largely listed as inhibitors; 390,000 tested, 1% active; Pol iota fluorescent replication assay, 10 min
# Target sequence (Q9UNA4 whole entry, looked up): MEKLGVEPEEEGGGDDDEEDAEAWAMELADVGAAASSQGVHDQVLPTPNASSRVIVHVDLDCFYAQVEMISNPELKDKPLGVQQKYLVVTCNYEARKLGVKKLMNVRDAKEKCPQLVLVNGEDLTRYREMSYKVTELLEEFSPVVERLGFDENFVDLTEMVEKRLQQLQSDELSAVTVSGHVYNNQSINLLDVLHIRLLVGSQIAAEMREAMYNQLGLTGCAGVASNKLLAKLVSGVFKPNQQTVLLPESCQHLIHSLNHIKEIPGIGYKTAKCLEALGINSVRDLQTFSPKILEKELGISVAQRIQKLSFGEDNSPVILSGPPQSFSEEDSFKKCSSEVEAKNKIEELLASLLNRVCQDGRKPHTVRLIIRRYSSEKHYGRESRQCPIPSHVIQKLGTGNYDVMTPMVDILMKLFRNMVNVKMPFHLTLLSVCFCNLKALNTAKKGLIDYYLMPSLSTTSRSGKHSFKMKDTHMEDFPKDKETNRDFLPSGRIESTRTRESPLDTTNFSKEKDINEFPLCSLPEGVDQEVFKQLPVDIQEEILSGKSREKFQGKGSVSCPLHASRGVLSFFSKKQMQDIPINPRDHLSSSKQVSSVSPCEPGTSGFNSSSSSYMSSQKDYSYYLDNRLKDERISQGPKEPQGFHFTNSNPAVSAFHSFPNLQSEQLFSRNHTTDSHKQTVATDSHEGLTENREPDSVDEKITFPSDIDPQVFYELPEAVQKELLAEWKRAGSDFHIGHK
#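 Fluorescent replication assay read twice, at 0 min and 10 min after adding 50 nM (final) substrate. Enzyme (10 nM) and compounds were first incubated 15 min at room temperature; enzyme-free buffer wells were negative controls.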
# G9a inh = blocks human histone lysine methyltransferase G9a; G9a H3K9 monomethylation, AlphaScreen, 2 h; Potency, µM (doses to about 102 µM), without a hit: at the highest dose activity, negative = inhibition, hits mostly inhibitors; 350,000 tested, 8.8% active; AID 504332; further: on the % scale 0 is the no-effect control and ±100 the full control effect; nearly all actives have a fitted effect of over 75% in size
# Target sequence (Q96KQ7 913-1193 limits assumed): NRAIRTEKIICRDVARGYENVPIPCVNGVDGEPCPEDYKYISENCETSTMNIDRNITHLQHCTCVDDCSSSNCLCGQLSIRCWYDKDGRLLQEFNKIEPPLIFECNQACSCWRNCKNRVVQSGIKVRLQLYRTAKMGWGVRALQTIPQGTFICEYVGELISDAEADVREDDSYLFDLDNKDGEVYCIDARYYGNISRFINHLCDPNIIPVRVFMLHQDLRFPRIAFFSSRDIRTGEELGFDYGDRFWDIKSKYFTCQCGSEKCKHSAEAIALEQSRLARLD
#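 G9a (20 nM) was preincubated 15 min with compound, then reacted 2 h at room temperature with 500 nM biotin-H3K9 peptide and 20 µM SAM. Monomethyl-H3K9 detected by AlphaScreen using anti-H3K9me1 antibody.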
# * = called active by the depositor; ? = inconclusive; nt = not tested or not shown; & = joins results of further samples; [ ] = remark or other dose. The call rests on the fitted dose curve; in most records, active means well fitted curve in the direction sought with a large enough effect; inconclusive means small, poorly fitted or top-dose-only effect, or another doubt; inactive means no such curve, though single readings can be large; an effect the other way counts as inactive or inconclusive. Potency means the concentration at half of the fitted maximal effect. A portion of the library. The share of hits here may be higher or lower than overall.
SMILES,BLM helicase inh,APE1 inh,JMJD2A Tudor inh,Pol eta inh,Pol beta inh,POLK inh,BAZ2B inh,Pol iota inh,G9a inh
O=C(CSc1n[nH]c(-c2ccncc2)n1)Nc1ccccn1,-4.8%,12.8%,56.2µM*,-10.5%,23.6%,-13.6%,?,-5.9%,?
Cc1ccc(C)c(N(C(=O)Cn2nnc(-c3cccs3)n2)C(C(=O)NC2CCCC2)c2ccncc2)c1 (stereo not given),-2.7%,-0.9%,-1.8%,-4.6%,30.0%,-15.6%,7.3%,4.4%,nt
CCS(=O)(=O)N1CCC(C(=O)Oc2ccc(C)c(C)c2)CC1,-11.6%,-4.9%,-8.2%,-20.2%,-2.9%,-9.6%,8.4%,10.8%,nt
CCOc1ccc(CNC(=O)CCC(=O)n2ncc3ccc(Cl)cc32)cc1,0.3%,14.8%,-6.9%,-8.1%,?,-4.9%,8.1%,-9.6%,-10.0%
O=C(CC1SC(N2CCCCC2)=NC1=O)Nc1cccc(C(=O)Nc2ncccc2O)c1 (stereo not given),nt,14.0%,?,-21.3%,nt,0.1%,?,32.1%[activator],-5.8%[2.33 µM]
CCOc1ccc(NC(=S)NC23CC4CC(CC(C4)C2)C3)cc1,1.4%,-5.5%,-6.4%,-1.4%,14.6%,10.1%,-1.9%,-10.7%,nt
Cc1cc(NC(=O)CSc2nc3c(c(=O)n2-c2ccccc2)SC(C)C3)no1 (stereo not given),4.8%,6.1%,-6.9%,-9.6%,32.6%,11.4%,6.9%,13.5%,-3.4%
COc1cc2c(cc1NC(=O)COC(=O)/C=C/c1ccccc1)oc1ccccc12,-2.2%,-3.2%,?,-18.4%,-2.2%,-0.2%,-0.3%,24.2%,-9.6%
CCn1nc(NC(=O)c2ccncc2)c2cc3cccc(C)c3nc21,-2.6%,2.0%,-7.1%,-11.9%,2.5%,-1.8%,-26.7%,-8.9%,-21.8%[59 µM]
O=C(Cn1cc(C(F)(F)F)cc(Cl)c1=O)NCCc1ccc(Cl)cc1Cl,-2.6%,-4.5%,-2.2%[11.4 µM],23.9%,1.3%,9.7%,-10.0%,2.5%,3.3%[12.7 µM]
NC(=O)CSc1nnc(-c2cccnc2)n1Cc1ccccc1,-15.7%,26.7%,6.3%,1.1%,32.8%,-13.8%,9.7%,37.9%[activator],?
CN(CC(=O)Nc1ccc(F)c(F)c1F)C(=O)C1COc2ccccc2O1 (stereo not given),nt,-16.4%,-13.2%,-14.7%,nt,-25.6%,nt,-6.0%,nt
Cc1cc(/C=C(/C#N)c2cccc(F)c2)c(C)n1-c1cccnc1,-6.5%,4.5%,?,-14.7%,1.3%,-11.9%,?,2.5%,8.2%[12.7 µM]
CC(=O)O[C@@H]1[C@H]2[C@@H](C[C@@H](C)[C@@H]3C=CC(=O)[C@@]13C)OC(=O)[C@@H]2C,-0.4%,4.0%,4.3%,6.1%,1.3%,6.4%,-0.1%,-24.1%,24.0%[59 µM]
O=C(Nc1ccc(Oc2ccsc2C(=O)O)cc1)c1ccccc1F,-1.2%,19.6%,1.3%,?,-1.5%,-7.9%,-12.3%,25.1%,10.1%
Cc1cc(CN(C)C(=O)c2ccc(OC3CCN(S(=O)(=O)N(C)C)CC3)cc2)n[nH]1,-1.5%,22.3%,-2.1%,1.1%,-1.9%,8.1%,-3.6%,20.6%,26.3%
Cn1c(=O)[nH]c(=O)c2c1nc(N1CCCCCC1)n2Cc1cccc2ccccc12,-3.3%,3.7%,-0.4%,-14.9%,0.8%,-4.6%,4.3%,19.4%,-4.2%[59 µM]
Cc1ccc(NC(=O)CSc2nc3ncc(Cl)cc3[nH]2)c(C)c1,-3.9%,11.4%,-18.9%,-14.5%,?,-26.1%,-11.9%[57.1 µM],16.7%,-19.8%
COc1ccc([N+](=O)[O-])cc1NC(=O)C1CCCCC1C(=O)O (stereo not given),4.9%,11.3%,-16.1%,1.0%,47.4%,-10.6%,4.4%,17.6%,18.9%
NC(=O)C1CCN(c2nc(-c3cccnc3)cs2)CC1,nt,-3.4%&-8.0%,79.4µM*,4.9%,nt,-21.7%,-2.9%,30.8%,-3.9%[12.7 µM]
Cn1c(CN2CCOCC2)nc2cc(NC(=O)c3ccc(F)cc3)ccc21,-2.7%,-1.3%,-4.4%,13.3%,10.3%,-13.1%,6.6%,29.7%,-42.0%[12.7 µM]
Cc1ccc(C(=O)Nc2ccc(O)cc2C(=O)O)cc1C,-4.4%,1.9%,?,-3.5%,21.3%,-19.8%,79.4µM*,-16.9%,?
Cc1cc(-c2ccco2)n(CC(=O)O)n1,-1.5%,?,-28.5%,-0.9%,29.5%,0.4%,-10.7%,1.4%,-45.1%[59 µM]
Cc1c(Cc2ccccc2)c(=O)oc2cc(O)cc(O)c12,-11.9%,-4.9%,-1.4%,0.3%,-29.6%,-17.7%,-27.8%,4.6%,38.7%[12.7 µM]
O=C(/C=C1\SC(=O)NC1=O)Nc1ccc(C(=O)O)cc1,-3.5%,10.7%,-14.7%[11.4 µM],-15.9%,7.3%,-21.0%,-6.5%,?,nt
O=C(OC1CO[C@H]2O[C@@H]1[C@H](OC(=O)c1ccccc1)[C@H]2OC(=O)c1ccccc1)c1ccccc1 (stereo not given in full),nt,nt,-13.9%,-17.2%,nt,-5.7%,nt,167.6%[activator],nt
COc1ccccc1N(CCC#N)C(=S)Nc1ccc(S(=O)(=O)N2CCOCC2)cc1,nt,-3.1%,-31.5%,-9.9%,nt,-24.9%,nt,28.2%,nt
CCOc1ccc(CNC(=O)CS(=O)(=O)Cc2nc(-c3ccc(OC)cc3)oc2C)cc1,-1.6%,19.2%,-8.8%,-26.9%,1.1%,-6.2%,3.6%,52.5%[activator],7.7%
COc1cc(CCC(=O)OCC(=O)Nc2c(F)cccc2F)cc(OC)c1OC,0.3%,25.3%,-7.4%,-3.5%,9.6%,-6.2%,0.2%,35.9%[activator],10.0%
Cc1ccc(-c2nc3ccccc3[nH]2)cn1,4.9%,18.3%,-8.9%,-16.2%,7.9%,3.2%,2.8%,26.4%,22.6%
CC1=C(C(=O)Nc2ccccc2)C(c2cc(CN3CCOCC3)cs2)C2=C(CCCC2=O)N1 (stereo not given),-4.2%,-1.3%,6.2%,-0.6%,0.1%,-5.8%,-5.2%,20.2%,29.9%
CC(=O)c1ccc(NC(=O)N2CCN(c3ccc(C)cc3)C(C)C2)cc1 (stereo not given),-3.9%,6.7%,-20.1%,-15.8%,-9.2%,-1.4%,-13.9%,10.0%,?
COCCN1C=C2C(=O)C(C)(OC(=O)C3CCCC3)C(=O)C=C2C=C1c1ccsc1 (stereo not given),-8.9%[12.4 µM],-3.2%[12.4 µM],-27.1%,1.4%,0.6%,-9.3%,-18.6%,58.4%[activator],-6.6%[59 µM]
CCCCOc1ccc(C2C(C(=O)c3ccc(C)o3)=C(O)C(=O)N2CC2CCCO2)cc1 (stereo not given),-1.1%,1.5%,-28.9%,-20.7%,-7.0%,-0.9%,-36.5%,13.5%,?
Cc1cccc(C=CC(=O)c2ccccc2)c1,nt,nt,65.1%[activator],-3.7%,nt,-9.6%,nt,-14.5%,nt
Nn1c(=O)[nH]c2ccccc2c1=O,-3.3%,?,-8.2%,-7.6%,10.7%,3.3%,6.4%,-8.5%,37.6%[activator]
O=C(Nc1cc2c(cc1Br)OCCCO2)c1ccccc1,-14.2%,6.6%,4.1%,-8.1%,3.4%,-10.9%,13.8%,-3.8%,2.7%
COc1ccccc1OCc1nn[nH]n1,4.5%,6.1%,-32.0%,5.6%,1.2%,5.0%,-1.7%,52.6%[activator],nt
Cc1ccc(-n2nnnc2SCC(=O)NC2CC2)cc1C,-4.0%,51.7%,-8.2%,-15.7%,2.7%,-0.2%,-16.9%,76.3%[activator],68.3%[activator]
COC(=O)c1nn(-c2ccc(Oc3ccccc3)cc2)c(=O)cc1O,-0.6%,-5.6%,-11.9%,4.1%,-0.6%,-1.4%,-26.5%,6.2%,-3.9%
N#CCCn1c(=O)c(-c2ccccc2)nc2cnc(OCc3ccccc3)nc21,4.5%,0.4%,nt,nt,nt,-3.7%[60.1 µM],nt,nt,1.6%[12.7 µM]
COc1ccc(C(C)=O)cc1COC(=O)c1cnc(C)cn1,1.9%,-4.4%,-5.4%,?,1.3%,5.3%,-22.1%,-5.0%,?
C=C(C)CSc1nnc(CCNC(=O)OC(C)(C)C)o1,-1.0%,3.2%,-3.8%,0.1%,39.9%,-8.6%,9.9%,3.0%,-5.0%
Cc1cc(C)n(C(CC(=O)O)C(=O)O)n1 (stereo not given),1.6%,3.6%,-16.0%[57.1 µM],4.9%,-0.9%,-2.2%,-31.6%,0.9%,?
CC(C)(C)OC(=O)C[C@H]1C/C=C\C[C@H](CC(=O)N(CCO)Cc2ccccc2)C(=O)NC[C@H](c2ccccc2)OC1=O,nt,-35.6%,-11.4%,-17.0%,nt,9.1%,nt,23.7%,nt
CC(=O)c1sc(NC(=O)c2ccc(F)c(S(=O)(=O)N3CCOCC3)c2)nc1C,nt,-13.8%,-18.8%,-6.5%,nt,-14.8%,-5.9%,-21.2%,-11.0%[59 µM]
COc1cccc(C(=O)C(=O)c2cccc(OC)c2OC)c1OC,nt,nt,-18.6%,-10.9%,nt,-5.6%,nt,78.4%[activator],nt
COc1cc(Nc2ccc(C(=O)O)cc2[N+](=O)[O-])cc(OC)c1,-5.7%,3.5%,-27.8%,-14.8%,7.3%,-2.9%,?,19.3%,?

# Three structures from above, arranged by count of non-hydrogen atoms, largest number first:
SMILES,BLM helicase inh,APE1 inh,JMJD2A Tudor inh,Pol eta inh,Pol beta inh,POLK inh,BAZ2B inh,Pol iota inh,G9a inh
CCCCOc1ccc(C2C(C(=O)c3ccc(C)o3)=C(O)C(=O)N2CC2CCCO2)cc1 (stereo not given),-1.1%,1.5%,-28.9%,-20.7%,-7.0%,-0.9%,-36.5%,13.5%,?
COc1cc(Nc2ccc(C(=O)O)cc2[N+](=O)[O-])cc(OC)c1,-5.7%,3.5%,-27.8%,-14.8%,7.3%,-2.9%,?,19.3%,?
COc1ccccc1OCc1nn[nH]n1,4.5%,6.1%,-32.0%,5.6%,1.2%,5.0%,-1.7%,52.6%[activator],nt
